Compound activity from PubChem BioAssay.
MCL1-BIM inh = inhibitors of MCL1 binding to BIM-BH3, primary screen, biochemical, fluorescence polarization; GST-MCL1 / FITC-Bim-BH3 fluorescence polarization; inhibition, % at 10.9 µM; actives 0.68% (n = 320,000);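 active = inhibition above the mean inhibition of all tested compounds plus 3 SD, set per campaign, cut at about 40% in these data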;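 also: 0% = DMSO wells and 100% = unlabeled Bim-BH3 peptide control; higher means more loss of mP so more displacement of Bim peptide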
Target sequence (Q07820 whole entry, looked up): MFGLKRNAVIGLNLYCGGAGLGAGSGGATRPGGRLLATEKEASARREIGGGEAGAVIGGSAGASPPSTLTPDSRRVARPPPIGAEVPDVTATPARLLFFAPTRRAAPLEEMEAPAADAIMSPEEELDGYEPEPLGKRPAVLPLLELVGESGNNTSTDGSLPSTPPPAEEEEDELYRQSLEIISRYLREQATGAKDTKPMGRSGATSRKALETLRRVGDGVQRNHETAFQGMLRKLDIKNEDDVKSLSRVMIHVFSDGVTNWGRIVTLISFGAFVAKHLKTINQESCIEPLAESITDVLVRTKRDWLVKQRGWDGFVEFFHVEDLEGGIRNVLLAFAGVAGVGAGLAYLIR
Fam108B counter = mouse Fam108B serine hydrolase inhibitors, primary screen, counter-screen for RBBP9 inhibitor project, biochemical, fluorescence polarization; recombinant Fam108B, FP-Rh probe fluorescence polarization; inhibition, % at 9.51 µM; actives 0.33% (n = 300,000);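 active = inhibition above the screen mean inhibition plus 3 SD, computed separately per campaign, cut at about 18% in these data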;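 also: inhibitors lower polarization as less probe binds the enzyme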
CR mimetic SO = reduction of superoxide in aged yeast, primary screen, HTS; S. cerevisiae aged cells, superoxide DHE fluorescence; hits give low values; superoxide response (% of plate mean), % at 10 µM; actives 0.18% (n = 330,000); AID 2690, 2010;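 active = superoxide response under a set limit, about three screen SD below normal, cut at about 65% in these data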;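 also: yeast aged for seven days with compound at 30 °C before DHE staining; 100% = average MFI of all compound-treated wells on the plate with controls excluded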
GLD-1 TGE inh = GLD-1/TGE RNA complex disruptors, primary screen, biochemical, fluorescence polarization; purified GLD-1 + fluorescein TGE RNA; Female germline-specific tumor suppressor gld-1 (Caenorhabditis elegans), Q17339; inhibition, % at 5.96 µM; actives 0.44% (n = 320,000);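 active = percent inhibition above a per-plate cutoff, the plate mean of test compounds plus 3 SD, cut at about 30% in these data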;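 also: 0% = DMSO wells with GLD-1 and probe and 100% = wells lacking GLD-1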
Bcl-xL primary = inhibitors of human Bcl-xL, primary screen, biochemical, fluorescence polarization, HTS; Bcl-2-like protein 1 (Homo sapiens), Q07817; GST-Bcl-xL / FITC-Bim BH3 peptide fluorescence polarization; inhibition, % at 10.9 µM; actives 0.7% (n = 320,000); AID 2129, 2009;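 active = inhibition above the mean of all tested compounds plus 3 SD, cutoff set per campaign, cut at about 30% in these data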;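 also: 0% = DMSO wells and 100% = unlabeled Bim-BH3 peptide competitor; inhibitors lower millipolarization by displacing the labeled peptide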
Target sequence (Q07817 whole entry, looked up): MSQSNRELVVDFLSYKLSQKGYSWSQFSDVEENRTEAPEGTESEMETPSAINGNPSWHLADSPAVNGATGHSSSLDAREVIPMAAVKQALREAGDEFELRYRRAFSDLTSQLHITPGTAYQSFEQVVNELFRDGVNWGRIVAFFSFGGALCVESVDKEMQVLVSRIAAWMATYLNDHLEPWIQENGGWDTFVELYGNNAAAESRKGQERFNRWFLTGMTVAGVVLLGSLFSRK
MEX-5 binding = MEX-5 zinc finger RNA-binding disruptors – biochemical, C. elegans, fluorescence polarization, MLPCN library, primary screen; Zinc finger protein mex-5 (Caenorhabditis elegans), Q9XUB2; AID 1832, 2009; MEX-5/FITC-TCR2 RNA binding; hits give low values; activity score (negative = inhibition of binding), % at 10 µM; actives 0.38% (n = 300,000);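 active = inhibition past about -25% in most replicates, and total fluorescence under double the plate's negative control median, limit read from the data; inconclusive = replicates evenly split on the limit, or fluorescence at least double controls; inactive = too little inhibition in most replicates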;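 also: 0% = DMSO and -100% = 5 µM competing unlabeled TCR2 RNA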
Efflux pump mplx = inhibitors of Candida efflux pumps in yeast, primary screen, S. cerevisiae, Nile Red, multiplex. S. cerevisiae Candida pump triplex. inhibition, % at 10 µM. actives 0.44% (n = 330,000);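 active = plate passing quality check with inhibition over a set limit, or well fluorescence over plate mean plus 4 SD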;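 also: Nile Red retained in pooled yeast measured as flow cytometry median fluorescence; 0% = buffer negative control and 100% = Enniatin B positive control; higher means more Nile Red kept so more efflux inhibition; some compounds called inactive have numbers as strong as hits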
EBNA-1 inh = EBNA-1 DNA-binding inhibitors, primary screen, biochemical, fluorescence polarization; inhibition, % at 14.8 µM; actives 0.34% (n = 300,000); in the data active = inhibition above about 28%
ZTA counter = blocks Epstein-Barr virus ZTA, an EBNA-1 counter-screen. P03206. ZTA-DNA binding, fluorescence polarization. actives 0.15% (n = 320,000). inhibition, % at 11 µM; in the data active = inhibition above about 33%
Target sequence (P03206 whole entry, looked up): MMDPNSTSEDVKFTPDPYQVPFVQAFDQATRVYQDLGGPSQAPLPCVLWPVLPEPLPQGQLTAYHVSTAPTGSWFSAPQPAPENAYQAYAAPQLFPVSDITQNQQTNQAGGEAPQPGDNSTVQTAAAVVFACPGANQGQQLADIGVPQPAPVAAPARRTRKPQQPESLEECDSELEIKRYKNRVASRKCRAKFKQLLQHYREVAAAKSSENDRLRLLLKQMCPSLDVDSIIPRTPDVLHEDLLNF
The depositor's hits bear a star; i = inactive; ? = inconclusive; nt = not tested or not shown.

mol	MCL1-BIM inh	Fam108B counter	CR mimetic SO	GLD-1 TGE inh	Bcl-xL primary	MEX-5 binding	Efflux pump mplx	EBNA-1 inh	ZTA counter
CCN1CCN(C(=O)C2CCC(=O)N(Cc3cccc(C(F)(F)F)c3)C2)CC1 (centres undefined)	1	1	100	8	2	-0.2	0.0	3	-8
NC(=O)c1ccccc1NC(=O)CN1CCCCCC1	5	2	96	10	0	1.7	0.0	9	7
CCCc1cc(C(N)=O)c(NC(=O)c2cc(C)on2)s1	4	-2	115	1	0	-1.4	0.2	-2	-16
COc1ccc2[nH]c(=O)c(CN(C(=O)c3ccccn3)c3ccccc3)cc2c1	3	1	91	1	-1	2.1	-0.1	6	10
Cc1cc(C)c2oc(=O)cc(CN3CCC(C)CC3)c2c1	1	1	91	-9	3	5.0	-0.3	10	2
CCCCOc1ccc(C(=O)CCN2CCCCC2)cc1	18	0	86	-3	6	0.0	0.0	5	6
COc1ccc(NC(=O)COC(=O)CNC(=O)C2CCCCC2)cc1	5	0	108	-3	3	1.8	0.0	0	3
CC1CN(S(=O)(=O)c2cccc(C(=O)OC/C(O)=C(\C#N)c3nc4ccccc4[nH]3)c2)CC(C)O1 (centres undefined)	-6	5	99	3	4	-0.4	0.1	-6	-16
Fc1ccc(-c2nnc(SCc3cccnc3)o2)cc1	-9	2	101	-5	-10	-0.5	0.9	-13	-10
COc1ccc(N(C(=O)CNC(=O)c2ccco2)C(C(=O)NCC2CCCO2)c2ccc(OC)c(OC)c2)cc1 (centres undefined)	-3	4	111	9	3	-0.2	-0.2	8	-7
OC1(c2ccc(Cl)cc2)CCN(Cc2nc(-c3cnccn3)no2)CC1	2	-1	97	5	4	-0.7	0.0	-4	7
Oc1ccc(C=Nc2ccccc2-c2nc3ccccc3[nH]2)c(O)c1	4	10	87	4	2	nt	0.2	2	14
Nc1c(Br)cc2oc(-c3ccccc3)nc2c1Br	8	-1	101	5	6	-2.1	0.0	4	5
COc1ccc(C2CC(=O)C(C=NCCO)=C(O)C2)cc1 (centres undefined)	26	5	95	12	23	-8.3	0.0	-15	-24
CCOC(=O)C(C(=O)OCC)[C@@H]1CS(=O)(=O)C[C@H]1C(C(=O)OCC)C(=O)OCC	1	-6	108	5	6	-1.4	0.1	0	-14
COc1cc(C2C(C(=O)c3ccc(C)o3)=C(O)C(=O)N2c2cc(C)on2)ccc1O (centres undefined)	3	1	96	5	2	-1.0	0.0	2	6
COc1ccc2oc(=O)c(C(=O)N3CCN(C(=O)c4ccco4)CC3)cc2c1	4	-1	105	-4	2	-0.6	0.3	3	5
CCOC(=O)C1=C(O)/C(=C/N(C)C)N=C1C	32	-6	103	23	36*	?	-0.2	9	-5
COC(=O)c1ccncc1N	-1	5	93	0	-2	0.3	-0.1	0	12
Cc1ccc(C(=O)NCC(=O)Nc2cc(C)ccn2)cc1	-2	-2	96	8	-1	0.8	0.0	-6	5

Arranged by number of heavy atoms (lowest first): three of the compounds above.
mol	MCL1-BIM inh	Fam108B counter	CR mimetic SO	GLD-1 TGE inh	Bcl-xL primary	MEX-5 binding	Efflux pump mplx	EBNA-1 inh	ZTA counter
COc1ccc2oc(=O)c(C(=O)N3CCN(C(=O)c4ccco4)CC3)cc2c1	4	-1	105	-4	2	-0.6	0.3	3	5
COc1cc(C2C(C(=O)c3ccc(C)o3)=C(O)C(=O)N2c2cc(C)on2)ccc1O (centres undefined)	3	1	96	5	2	-1.0	0.0	2	6
CC1CN(S(=O)(=O)c2cccc(C(=O)OC/C(O)=C(\C#N)c3nc4ccccc4[nH]3)c2)CC(C)O1 (centres undefined)	-6	5	99	3	4	-0.4	0.1	-6	-16

More records follow.
mol	MCL1-BIM inh	Fam108B counter	CR mimetic SO	GLD-1 TGE inh	Bcl-xL primary	MEX-5 binding	Efflux pump mplx	EBNA-1 inh	ZTA counter
O=C(O)c1cc(C(F)(F)F)nc2c(C(F)(F)F)cccc12	11	-5	nt	7	10	-1.8	nt	9	-9
O=C(NCc1ccccc1)N(Cc1cc2cc3c(cc2[nH]c1=O)OCO3)CC1CCCO1 (centres undefined)	2	-1	90	-5	3	-1.9	0.0	2	1
CC(=O)c1cc2c(cc1NC(=O)CN1CCN(c3cccc(C(F)(F)F)c3)CC1)OCO2	0	-1	112	3	-1	1.2	0.0	-1	13
CCOc1ccccc1NC(=O)CSc1nnc(-c2cnccn2)n1CC	9	2	107	-6	5	1.5	0.1	0	10
C=CCn1c(SCC(=O)N2CCOCC2)nnc1C(C)NC(=O)c1ccccc1 (centres undefined)	5	1	93	-3	4	-0.8	0.0	6	8
COc1ccc(-c2cc(C(=O)Nc3cc(S(N)(=O)=O)ccc3C)c3ccccc3n2)cc1OC	8	1	93	3	3	1.1	-0.1	8	0
O=S(=O)(NCC(c1ccco1)N1CCN(c2ccccc2F)CC1)c1ccc(F)cc1 (centres undefined)	2	2	97	4	3	3.0	-0.1	2	4
O=C(Nc1ccccc1Sc1ccccc1)c1ccc(F)cc1	2	-3	95	7	2	-0.1	0.1	8	4
CC(C)(C)c1nnc(N/N=C/c2ccccc2O)n(N)c1=O	8	0	109	3	6	-1.0	0.4	2	7
COc1ccc(S(=O)(=O)N2CCN(C(=O)c3ccc(NC(C)=O)cc3)CC2)cc1	5	nt	118	7	3	nt	-0.2	nt	18
COc1cc(NC(=S)NCC2CCCO2)c(OC)cc1Cl (centres undefined)	12	-4	97	6	1	-0.7	-0.1	8	-9
O=S(=O)(c1ccc2c(c1)OCCO2)N1CCc2ccccc21	2	-3	108	-8	4	-0.7	0.3	-13	12
O=C(Cn1ccc2ccccc2c1=O)NCC1COc2ccccc2O1 (centres undefined)	1	3	100	3	1	-1.0	0.1	-8	1
CCn1c(C(c2ccccc2)c2ccccc2)n[nH]c1=S	-9	3	122	-3	-24	1.3	0.1	-7	7
O=C1CC(c2ccccc2)C(C(=O)O)N1 (centres undefined)	0	0	90	4	4	1.6	0.3	5	-6
COc1cc(NC(=O)c2ccccc2[N+](=O)[O-])c(C(=O)O)cc1OC	9	0	113	1	2	1.4	0.1	-10	1
CC1CC(C)CN(c2ncnc3c2cnn3Cc2ccc(Cl)cc2)C1 (centres undefined)	8	-3	99	1	3	1.6	0.0	4	22
OCCCNc1c2c(nc3cc(-c4ccc(Cl)cc4)nn13)CCC2	3	6	97	4	7	-2.5	0.4	-1	-5
Cc1cc(C(=O)OCC(=O)Nc2cc(C)on2)c2ccccc2n1	5	-1	125	5	8	0.1	0.0	-3	0
Cc1ccc(S(=O)(=O)n2nc(C)c(S(=O)(=O)N3CCCCC3)c2C)cc1	0	3	95	3	5	-0.1	-0.1	7	8
O=C1C(=Cc2cccn2-c2ccccc2)C(=O)c2ccccc21	42*	8	107	105*	41*	?	0.1	-4	6
Cc1ccc(S(=O)(=O)N2CCOCC2)cc1NC(=O)COc1ncnc2ccccc12	-16	0	103	-5	-6	0.3	0.1	-5	-5
CCCCc1c(C)nc2ccc(C(=O)OCC)cc2c1Cl	3	-2	94	1	1	-2.0	0.3	2	0
O=[N+]([O-])c1cc(S(=O)(=O)N2CCCC2)ccc1O	15	2	149	6	7	-0.2	0.0	6	0
C=CCOc1ccc(/C=N/NC(=O)c2cc3c(OC)cc(OC)cc3[nH]2)cc1	3	13	111	9	5	-1.0	0.1	1	5
COc1ccc2c(Cl)c(-c3nnc4n3CCCCC4)sc2c1	-4	8	100	-3	1	-0.7	0.2	-4	4
O=C(NCCN1CCN(C(=O)c2cc3ccccc3oc2=O)CC1)c1cc2ccccc2oc1=O	3	-1	89	3	10	1.2	0.0	2	-17
CCCCc1ccc(NC(=S)NN2CCOCC2)cc1	7	6	92	4	1	-0.3	0.0	3	9
Cc1cccc(NS(=O)(=O)c2ccc(C)c(C(=O)N(C)C)c2)c1	11	nt	95	-5	6	nt	-0.1	nt	-1
Cc1noc(NS(=O)(=O)c2ccc(NC(=O)CSc3ncccn3)cc2)c1C	2	1	92	-1	3	1.3	0.0	5	3
COc1ccc(N=Cc2c(OC)ccc3ccccc23)cc1	-1	-2	i	0	-3	-0.9	-0.1	12	18
CC(=O)NNc1nc2ccccc2s1	-12	5	96	-3	3	-9.6	-0.1	8	-8
O=C(O)C1Cc2[nH]cnc2C(c2ccc(F)cc2)N1 (centres undefined)	10	0	94	7	1	-2.8	0.1	3	11
O=C(/C=C/c1ccco1)NCc1ccc(F)cc1	4	-1	96	0	4	1.8	0.2	5	8
CCOC(=O)N1CCc2c(sc3c2c(=O)n(Cc2ccccc2)c(=O)n3CC(=O)NCC2CCCO2)C1 (centres undefined)	1	2	89	-1	3	1.0	0.0	-9	1
CCC1CCCCN1CCCNC(=O)c1cn(CC)c2ccc(S(=O)(=O)N(C)C3CCCCC3)cc2c1=O (centres undefined)	-3	-3	124	-8	8	-2.1	0.4	-10	3
CCCCc1c(O)nc(SCC(=O)Nc2cccc3ccccc23)n(-c2ccccc2OC)c1=O	-2	-6	88	-13	-4	-0.1	0.2	-3	15
CCOc1ccc(C(=O)Cc2ccc3oc(C(=O)O)cc3c2)c(O)c1	4	0	105	6	4	-0.9	0.0	1	7
COc1ccc(C2(CNS(=O)(=O)c3ccccc3)CCOCC2)cc1	-6	1	112	1	10	-0.1	0.0	-7	-16
CCc1cc(C)cc(OCCNC(=O)c2cncc(Br)c2)c1	4	-2	92	2	3	-0.8	0.0	-3	-16
COc1ccc2[nH]c(CN3CCC(CO)(CCOc4ccccc4)CC3)c(C)c2c1	11	1	111	-6	6	-2.0	0.1	-18	15
